SIRT5 block: SIRT5 desuccinylase inhibitors, primary screen, biochemical, fluorescence imaging, single point, set 5; NAD-dependent protein deacylase sirtuin-5, mitochondrial (Homo sapiens), Q9NXA8; Purified SirT5, succinyl-peptide AMC, trypsin-coupled fluorescence; inhibition, % at 15 µM; 1.1% of 330,000 active; AID 652115, 2013; in the data active = inhibition above about 15%
Target sequence (Q9NXA8 whole entry, looked up): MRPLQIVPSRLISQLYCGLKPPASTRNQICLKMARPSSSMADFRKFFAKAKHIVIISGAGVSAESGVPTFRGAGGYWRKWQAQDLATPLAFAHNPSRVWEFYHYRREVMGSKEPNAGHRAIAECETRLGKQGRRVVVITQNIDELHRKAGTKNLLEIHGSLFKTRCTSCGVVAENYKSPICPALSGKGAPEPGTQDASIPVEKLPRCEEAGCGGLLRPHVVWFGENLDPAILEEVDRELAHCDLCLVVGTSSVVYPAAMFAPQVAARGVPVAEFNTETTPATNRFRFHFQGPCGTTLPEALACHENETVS
ARNT TACC3 PPI: disruptors of ARNT/TACC3 protein interaction, primary screen, biochemical, AlphaScreen, single concentration. AlphaScreen His-ARNT PAS-B/GST-TACC3 binding, luminescence; TACC3 fragment carries E629A point mutation. 0.66% of 390,000 active. AID 623870, 2012. inhibition, % at 9.99 µM. Transforming acidic coiled-coil-containing protein 3 (Homo sapiens), Q9Y6A5;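 active = mean inhibition of replicates at least 50% and at least half of replicates each reaching 50%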;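 note: 0% = complete ARNT plus TACC3 wells and 100% = ARNT alone without TACC3; many hits fall short of the cut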
esBAF inh: Bmi1 luciferase reporter increase in mESCs, primary screen, esBAF inhibitor project, mouse ES cells, Bmi1 luciferase knock-in, single point; AID 602393, 2012; 2% of 350,000 active; 24 h; 100% = twice the neutral-well signal; reporter increase, % at 12.5 µM; in the data active = activation above about 40%;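 note: 0% = median of the plate's neutral control wells and 100% = double that signal; a rise in the Bmi1 reporter signal indicates esBAF inhibition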
miR-122 sensor: miR-122 Renilla sensor signal increase in Huh7, primary screen, miR-122 inhibitor project, cell-based, single point, plate reader; Huh7 miR-122 Renilla luciferase sensor, 48 h; neutral wells = 0, positive control = 100; 0.3% of 340,000 active; activation (reporter increase), % at 12.5 µM;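 active = mean replicate activation score at least 90 and every replicate individually at or above 90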;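 note: higher luciferase means less miR-122 activity so hits act as miR-122 inhibitors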
C2C12 statin: suppressors of statin myotoxicity in C2C12 myotubes, primary screen, cell-based, single point, plate reader; C2C12 myotubes + simvastatin, ATP luminescence, 48 h; scaled: DMSO 0, geranylgeraniol control 100; rescue of ATP level, % at 7.49 µM; 0.78% of 330,000 active; AID 602340, 2012;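 active = mean ATP rescue above about 67%, or every replicate alone reaching that limit, limit read from the data, passing the limit was not always enough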;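 note: myotubes were challenged with 10 µM simvastatin during compound exposure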
Cneo AK release: Cryptococcus neoformans cell lysis inducers, primary screen, AK release luminescence, single concentration | 0.2% of 360,000 active | lysis activity, % at 15 µM | C. neoformans lysis, adenylate kinase release luminescence, 4 h; normalised: neutral wells 0, clomiphene wells 100;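 active = mean lysis activity across replicates of at least 80%, whatever share of replicates individually reach that level; inactive = mean lysis activity below 80%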
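Material – log-phase Cryptococcus neoformans yeast cells · Input – 5 × 10^6 yeast cells/mL · Medium – fresh YPD growth medium · Doses – single compound concentration per well · Timing – static 4 h at 37 °C with compound, 1 h detection · Detection – adenylate kinase release luminescence · Read-out – signal increase indicating cell lysis · Control set – Clomiphene as positive lysis control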
ERp5 inh: inhibitors of ERp5-driven insulin aggregation, primary screen, biochemical, turbidity, absorbance 650 nm, single point | Protein disulfide-isomerase A6 (Homo sapiens), Q15084 | 90 min | inhibition, % at 9.99 µM | 0.05% of 350,000 active;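 active = mean replicate inhibition above about 25%, with every replicate also reaching it, limit read from the data, passing the limit was not always enough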
Target sequence (Q15084 whole entry, looked up): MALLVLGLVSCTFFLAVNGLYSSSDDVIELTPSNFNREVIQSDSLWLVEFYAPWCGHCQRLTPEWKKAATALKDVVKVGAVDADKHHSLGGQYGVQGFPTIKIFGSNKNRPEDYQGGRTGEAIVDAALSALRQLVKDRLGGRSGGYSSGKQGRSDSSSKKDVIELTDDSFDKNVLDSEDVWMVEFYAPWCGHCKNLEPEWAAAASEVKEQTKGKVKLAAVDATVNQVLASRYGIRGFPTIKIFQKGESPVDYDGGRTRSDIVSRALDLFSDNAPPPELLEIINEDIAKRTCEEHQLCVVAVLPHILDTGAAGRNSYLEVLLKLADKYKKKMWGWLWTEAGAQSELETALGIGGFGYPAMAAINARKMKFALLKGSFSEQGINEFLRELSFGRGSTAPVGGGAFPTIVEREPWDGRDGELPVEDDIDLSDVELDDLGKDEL
An asterisk follows results filed as active; / = no result given; [ ] = remark or other dose.

Assay codes: A = SIRT5 block; B = ARNT TACC3 PPI; C = esBAF inh; D = miR-122 sensor; E = C2C12 statin; F = Cneo AK release; G = ERp5 inh
CCNC(=O)[C@H]1[C@H](CO)[C@H]2Cn3c(ccc(-c4ccccc4)c3=O)[C@@H]1N2C(=O)c1ccccn1
  A: 0.8	B: 11.6	C: -3.2	D: 8.9[16.7 µM]	E: -8.7	F: 5.9	G: 4.2
Cc1sc2nc(SCC(=O)NCc3ccco3)[nH]c(=O)c2c1C
  A: -4.5	B: 0.3	C: -10.6	D: -5.7	E: 5.0	F: 0.0	G: 1.0
O=C(C[C@H]1C[C@@H]2c3cc(NC(=O)CC4CC4)ccc3O[C@@H]2[C@H](CO)O1)NCC(F)(F)F
  A: 1.7	B: 2.5	C: 1.3	D: 1.7[16.7 µM]	E: -9.8	F: 8.0	G: 0.8
CC(=O)c1cccc(S(=O)(=O)N2CCC(C(=O)N(C)Cc3ccc(Cl)s3)CC2)c1
  A: -4.4	B: -0.3	C: 9.7	D: -0.1	E: 3.0	F: 2.1	G: -1.2
Cc1cc(C)c2c(c1)/C(=N\N=c1\sc3ccccc3n1C)C(=O)N2
  A: 1.8	B: -0.3	C: 29.1	D: 0.1	E: -4.1	F: 5.0	G: -4.2
COc1ccccc1CCC(=O)N1CCN(C(=O)c2ccccc2)CC1
  A: 1.9	B: -0.3	C: 1.2	D: -4.7	E: 5.9	F: -2.0	G: 6.0
COc1ccc(N2CCN(C(=O)CN(C3CCCCC3)S(C)(=O)=O)CC2)cc1
  A: -1.5	B: -0.9	C: /	D: /	E: /	F: /	G: 2.6
Cc1cc(NCc2ccc(F)cc2Cl)n2nnnc2n1
  A: /	B: -1.3	C: -10.0	D: -4.5	E: 13.8	F: 0.2	G: /
CC(/C=C/c1ccccc1)=N\NC(=O)c1ccc(Br)cc1
  A: /	B: -9.6	C: 27.9	D: -1.0	E: -8.0	F: -1.1	G: 4.2
COc1cccc(CNC(=O)c2ccc(NC(=O)CC3SC(N4CCCCC4)=NC3=O)cc2)c1 (configuration not stated)
  A: -1.0	B: 6.9	C: 5.0	D: 2.4	E: -3.6	F: -1.8	G: 0.9
Cc1oc(C(C)(C)C)cc1C(=O)Nc1ccc(N2CCOCC2)cc1
  A: -1.3	B: -6.3	C: 5.9	D: -4.8	E: -26.1	F: 4.2	G: 2.8
O=C(CNc1cccc2ccccc12)N/N=C/c1cccc(Oc2ccccc2)c1
  A: 1.4	B: 3.5	C: /	D: /	E: /	F: /	G: -1.5
CC(=O)N1CCN(C(=O)c2[nH]c(C(F)(F)F)nc2-c2ccccc2)CC1
  A: 0.8	B: /	C: 2.7	D: 5.0	E: -6.0	F: -1.2	G: 6.2
COC(=O)c1ccc(-c2c(-c3ccccc3)ncc3cc(OC)c(OC)cc23)cc1
  A: /	B: 6.8	C: -1.2	D: -4.7	E: -9.6	F: -2.1	G: -8.2
CCN(CC)CCNC(=O)NC1CCCCC1
  A: /	B: -12.6	C: 6.8	D: -5.4	E: -2.3	F: 1.8	G: /
CC(=O)N1CCN(C(=S)c2cccc([N+](=O)[O-])c2)CC1
  A: 1.3	B: -6.0	C: /	D: /	E: /	F: /	G: 1.9
Nc1ccnc(=O)[nH]1
  A: -2.5	B: -7.6	C: 2.4	D: -4.4	E: -0.8	F: 0.2	G: -4.8
N#Cc1nc(-c2ccco2)oc1N1CCN(C(c2ccccc2)c2ccccc2)CC1
  A: -0.7	B: -6.2	C: -0.5	D: -6.5	E: -3.0	F: 1.2	G: -5.4
CC(=O)c1ccc(-c2ccc(C(=O)N3CCN(c4ccc(F)cc4)CC3)o2)cc1
  A: 2.3	B: -8.7	C: 24.1	D: -8.8	E: 7.2	F: 1.1	G: 10.3
C[C@H]1CN([C@@H](C)CO)C(=O)c2cc(NC(=O)C3CC3)ccc2O[C@H]1CN(C)CC1CC1
  A: -0.7	B: 6.7	C: 2.3	D: 15.5[16.7 µM]	E: -12.4	F: 0.1	G: -4.2
CCCn1c(SCC(=O)N2CCCC(C)C2)nnc1-c1ccccn1 (configuration not stated)
  A: 24.5*	B: 6.6	C: /	D: /	E: /	F: /	G: 2.1
CC1(C)[C@H]2CC=C(CN3CCC(N4CCC(C(=O)N5CCCC5)CC4)CC3)[C@@H]1C2
  A: -4.9	B: 0.1	C: -5.1	D: 6.9	E: -1.8	F: 2.6	G: 0.9
Cc1cc(Cl)c(S(=O)(=O)N2CCCCCC2)cc1OCC(N)=O
  A: /	B: 1.0	C: 0.5	D: 0.7	E: -29.4	F: -0.5	G: /
COc1cc(SC)ccc1C(=O)OCC(=O)N1CCCC1
  A: 0.5	B: 6.2	C: 31.5	D: 1.0	E: -4.9	F: 3.0	G: 0.3
CCOC(=O)c1c(C)[nH]c(C)c1C(=O)COC(=O)/C=C/c1cccc([N+](=O)[O-])c1
  A: /	B: /	C: -0.8	D: -3.8	E: -1.7	F: -0.1	G: -2.1
Cc1ccc(-n2cc(CN3CCN(Cc4nccn4C)CC3)c(-c3ccc(F)cc3)n2)cc1
  A: 112.5*	B: 17.2	C: -22.1	D: 2.3	E: -1.5	F: 3.6	G: -3.2
C[C@H](O)C#Cc1ccc2c(c1)O[C@H](CN(C)C(=O)CN(C)C)[C@H](C)CN([C@@H](C)CO)S2(=O)=O
  A: -0.5	B: 7.6	C: -1.2	D: -14.4[16.7 µM]	E: 0.9	F: -7.5	G: -4.4
CN1C(C(=O)NCc2ccco2)CC2Cn3c(nc4cc(Cl)c(Cl)cc43)C21 (configuration not stated)
  A: -2.4	B: -0.7	C: 2.0	D: 1.4	E: 6.2	F: -0.3	G: -2.0
CCCNc1ncccc1C(N)=O
  A: /	B: -2.5	C: -6.0	D: 8.1	E: 4.5	F: -0.7	G: /
COCC(=O)Nc1ccc2c(c1)C(=O)N(C)C[C@@H](OC)[C@@H](C)CN(C(=O)c1ccccc1)[C@@H](C)CO2
  A: -0.6	B: 7.8	C: -1.0	D: /	E: -20.1	F: -2.8	G: 11.6
Nc1nncn1C(=O)CCCOc1ccccc1
  A: 0.7	B: /	C: -5.4	D: -3.0	E: /	F: 1.4	G: 13.5
S=C(NCc1ccco1)N/N=C/c1ccc(Cl)cc1
  A: -1.7	B: 1.6	C: /	D: /	E: /	F: /	G: -3.9
COc1cccc(CNS(=O)(=O)c2ccc3c(c2)N(C(C)=O)CCS3)c1
  A: -2.8	B: -1.2	C: 12.4	D: 11.3	E: -1.2	F: 1.5	G: -1.2
COc1ccc(CNC(=O)C(C)OC(=O)CCN2C(=O)C3CC=CCC3C2=O)cc1 (configuration not stated)
  A: -3.7	B: 0.5	C: /	D: 1.8	E: 5.2	F: -2.2	G: -1.7
Cn1cnc2c(cnn2C)c1=O
  A: -5.0	B: -0.9	C: -2.0	D: -6.3	E: -3.2	F: 1.9	G: -9.8
O=S(=O)(c1ccc(NC(=S)N/N=C/c2ccc(Oc3ccccc3)cc2)cc1)N1CCOCC1
  A: -3.7	B: -6.1	C: /	D: /	E: /	F: /	G: 2.7
Cc1noc(C)c1NC(=O)N(C)C[C@@H]1OCCCC[C@H](C)Oc2ccc(NC(=O)Nc3ccc(C(F)(F)F)cc3)cc2C(=O)N([C@@H](C)CO)C[C@H]1C
  A: -0.9	B: 4.7	C: -4.7	D: 2.7[16.7 µM]	E: 6.9	F: 0.6	G: -3.3
CCc1ccc(NC(=O)C2CCCN(S(C)(=O)=O)C2)cc1 (configuration not stated)
  A: -2.3	B: 0.3	C: /	D: /	E: /	F: /	G: 8.8
CN(C)S(=O)(=O)c1ccc(Cl)c(C(=O)NCC2CCCCC2)c1
  A: -1.4	B: 7.8	C: -0.4	D: 6.3	E: 7.0	F: -1.8	G: 1.6
C[C@]1(C(=O)NCCN2CCOCC2)C=C[C@@H](Cc2ccccc2)N1C(=O)c1ccccc1
  A: 0.3	B: -8.0	C: -9.8	D: -5.2	E: -1.6	F: -1.1	G: 3.4
Cc1[nH]c2ccccc2c1/C=C/C(=O)c1ccncc1
  A: 1.6	B: -1.9	C: -0.8	D: /	E: 1.2	F: /	G: 3.4
CN(C)CC(=O)N1CCCCN2[C@@H](CO)[C@@H](c3ccc(/C=C/c4ccccc4)cc3)[C@@H]2C1
  A: 4.9	B: 22.6	C: -6.9	D: -32.1[16.7 µM]	E: -14.9	F: 60.3	G: 2.2
c1ccc(-c2ccccn2)nc1
  A: -0.6	B: -3.3	C: 4.8	D: -3.7	E: 3.3	F: 0.8	G: 3.6
CCCCC(C(=O)O)C(C)CC(=O)NNC(=O)c1ccco1 (configuration not stated)
  A: -2.5	B: 0.9	C: -8.4	D: -3.2	E: -0.1	F: /	G: 9.4
N#C[C@H]1[C@@H](c2ccc(C#Cc3ccccc3F)cc2)[C@@H](CO)N1C(=O)C1CCCCC1
  A: 3.3	B: 12.1	C: 6.7	D: /	E: -193.9	F: -3.1	G: -0.9
CCOC(=O)c1sc(NC(=O)CSc2nncs2)c(C(=O)OCC)c1C
  A: /	B: -4.3	C: 8.6	D: -2.5	E: /	F: 0.7	G: /
CN(C)c1ccc(P(=O)(OC2CCCCC2)C(O)c2ccncc2)cc1 (configuration not stated)
  A: 1.9	B: -6.4	C: 28.6	D: /	E: 2.0	F: -0.4	G: 4.6
CCOC(=O)N1CCN(S(=O)(=O)N2CCCC(C(=O)NCc3cc(Br)ccc3OC)C2)CC1 (configuration not stated)
  A: -9.2	B: /	C: 11.4	D: -4.7	E: 6.0	F: -18.9	G: 4.2
Cc1nn(C(C)C(=O)NC(C)CCc2ccccc2)c(=O)c2cc3occc3n12 (configuration not stated)
  A: 0.5	B: -8.4	C: -12.4	D: /	E: 0.7	F: 14.4	G: 3.1
COC(=O)c1ccc2c(c1)C(NC(C)=O)CCc1cc(OC)c(OC)c(OC)c1-2 (configuration not stated)
  A: -4.5	B: -1.3	C: /	D: 34.8	E: /	F: /	G: 1.0
Cc1ccc(C2CC(=O)N3CN(Cc4ccco4)CSC3=C2C#N)cc1 (configuration not stated)
  A: /	B: -7.7	C: 0.9	D: -0.9	E: -0.9	F: -3.9	G: /
CC(C(=O)c1ccccc1)[n+]1cccc(Br)c1 (configuration not stated)
  A: -3.5	B: -6.3	C: -4.9	D: 0.7	E: 13.0	F: 0.9	G: -2.4

Whole records from above. Order of values: SIRT5 block	ARNT TACC3 PPI	esBAF inh	miR-122 sensor	C2C12 statin	Cneo AK release	ERp5 inh
Cc1[nH]c2ccccc2c1/C=C/C(=O)c1ccncc1 is listed as 1.6	-1.9	-0.8	/	1.2	/	3.4
Cc1nn(C(C)C(=O)NC(C)CCc2ccccc2)c(=O)c2cc3occc3n12 (configuration not stated) is listed as 0.5	-8.4	-12.4	/	0.7	14.4	3.1
CN(C)CC(=O)N1CCCCN2[C@@H](CO)[C@@H](c3ccc(/C=C/c4ccccc4)cc3)[C@@H]2C1 is listed as 4.9	22.6	-6.9	-32.1[16.7 µM]	-14.9	60.3	2.2
Cc1noc(C)c1NC(=O)N(C)C[C@@H]1OCCCC[C@H](C)Oc2ccc(NC(=O)Nc3ccc(C(F)(F)F)cc3)cc2C(=O)N([C@@H](C)CO)C[C@H]1C is listed as -0.9	4.7	-4.7	2.7[16.7 µM]	6.9	0.6	-3.3
c1ccc(-c2ccccn2)nc1 is listed as -0.6	-3.3	4.8	-3.7	3.3	0.8	3.6

A second format for part of the listing above:
SMILES	SIRT5 block	ARNT TACC3 PPI	esBAF inh	miR-122 sensor	C2C12 statin	Cneo AK release	ERp5 inh
O=S(=O)(c1ccc(NC(=S)N/N=C/c2ccc(Oc3ccccc3)cc2)cc1)N1CCOCC1	-3.7	-6.1	/	/	/	/	2.7
CCOC(=O)c1c(C)[nH]c(C)c1C(=O)COC(=O)/C=C/c1cccc([N+](=O)[O-])c1	/	/	-0.8	-3.8	-1.7	-0.1	-2.1
CCNC(=O)[C@H]1[C@H](CO)[C@H]2Cn3c(ccc(-c4ccccc4)c3=O)[C@@H]1N2C(=O)c1ccccn1	0.8	11.6	-3.2	8.9[16.7 µM]	-8.7	5.9	4.2
